PV pol inh = poliovirus RdRp elongation inhibitors, primary screen, biochemical, fluorescence polarization, total intensity; Genome polyprotein (Poliovirus type 1 (strain Mahoney)), P03300; poliovirus polymerase elongation; hits give low values; % elongation, % (compound at 16.7 µg/mL); actives 0.66% (n = 150,000); AID 588519, 2011; in the data active = % elongation below about 90%; also: some results filed as inactive read as strong as hits
Target sequence (P03300 1749-2209 limits assumed): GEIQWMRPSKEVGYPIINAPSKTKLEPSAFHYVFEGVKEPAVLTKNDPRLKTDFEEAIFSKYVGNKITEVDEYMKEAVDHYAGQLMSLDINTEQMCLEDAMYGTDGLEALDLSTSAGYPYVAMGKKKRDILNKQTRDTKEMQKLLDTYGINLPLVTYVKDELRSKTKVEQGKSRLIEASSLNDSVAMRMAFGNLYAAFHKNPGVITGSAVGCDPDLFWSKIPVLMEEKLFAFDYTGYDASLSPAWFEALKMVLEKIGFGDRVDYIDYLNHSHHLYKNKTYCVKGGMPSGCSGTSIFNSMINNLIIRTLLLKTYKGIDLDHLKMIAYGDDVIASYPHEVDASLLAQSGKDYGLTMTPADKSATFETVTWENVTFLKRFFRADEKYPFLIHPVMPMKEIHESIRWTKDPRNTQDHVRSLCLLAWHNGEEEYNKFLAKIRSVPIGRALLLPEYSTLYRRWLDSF
PV pol inh FP z-score = also measured in PV pol inh; calls as there; z-score; measured here: FP z-score; hits read low
Starred values were filed as active, the others as inactive. The list is partial; count on the stated rates, not on these rows.

SMILES	PV pol inh	PV pol inh FP z-score
CC1=CC(C)C(C2OCCC(C)O2)C(C)C1 (stereo not given)	101.0	-0.2
N#Cc1c(C(F)(F)F)cc(-c2ccc(F)cc2)nc1SCC(=O)Nc1ccccc1	112.0	1.7
Cc1cccc(C)c1Nc1sc(C(=O)c2ccccc2)c(N)c1C(=O)Nc1ccc(F)cc1	108.0	0.3
Cc1cccc(-n2ncc(C(=O)N3CCN(C4CCCCC4)CC3)c2C2CCN(C(=O)OC(C)(C)C)CC2)c1	107.0	0.1
CCN(CC)Cc1c(O)ccc2cc(-c3nc4ccccc4s3)c(=O)oc12	68.0	-5
Cc1[nH]c(=O)c(C#N)c(C)c1CCC(=O)N1CCCSC1=Nc1ccccc1C(C)C	103.0	0
CCOC(=O)c1cnc2cc(C(F)(F)F)ccc2c1Nc1ccc(F)cc1F	108.0	0.9
CCCCC(=O)Nc1c(C(=O)N2CCN(c3ccccc3F)CC2)oc2ccccc12	107.0	0
CCOC(=O)c1ccc(N(C)S(=O)(=O)c2ccc(OC)cc2)cc1	102.0	0.9
COc1ccccc1Nc1cccccc1=O	104.0	0.9
COc1cccc(N=Nc2ccc3cccnc3c2O)c1	137.0	5.3
CCOC(=O)Cn1nc(C)c(NC(=O)COc2ccc(Cl)cc2C)c1C	106.0	0.5
O=C(NCc1ccco1)c1ccc2c(c1)NC(=O)C1CCCN21 (stereo not given)	107.0	2.2
c1coc(-c2nc3ccccc3s2)c1	107.0	0.4
O=c1cc2nc(-c3ccccc3)nc(SCCOc3ccc(Cl)cc3)n2[nH]1	100.0	-0.4
COC(=O)c1ccc(CSC2=NCCS2)cc1	105.0	0.5
CS(=O)(=O)c1ccc(C2=C(c3ccccc3)C(=O)OC2)cc1	100.0	0
Cc1c(NC(=O)CN2C(=O)c3ccccc3C2=O)c(=O)n(-c2ccccc2)n1C	98.0	-0.6
COc1cccc(C#N)c1	98.0	-0.6
Cc1cc2oc(=O)c3c(c2c(O)c1CN(C)C)CCCC3	101.0	0
COc1ccccc1C(=O)COC(=O)CSc1nnc(-c2ccco2)n1Cc1ccccc1	112.0	1.1
C=CCn1c(=N)n(CCO)c2ccccc21	102.0	0
CCC1(Cc2ccccc2)NC(=O)c2ccccc2O1 (stereo not given)	101.0	0.4
NNC(=O)CCc1nc2ccccc2[nH]1	103.0	0.5
CC(CNC(=O)c1ccc(CSc2nc3ccncc3n2Cc2cccc(F)c2)cc1)c1ccccc1 (stereo not given)	114.0	1
Further structures follow:
SMILES	PV pol inh	PV pol inh FP z-score
CC1CCc2c(sc(NC(=O)C3CC(=O)N(Cc4ccco4)C3)c2C(N)=O)C1 (stereo not given)	105.0	0.3
CCCCN(C)CCNC(=O)c1c2c(nc3ccccc13)C(=O)N(C1CCCCC1)C2	107.0	0.2
CCC(=O)c1ccccc1OCC(=O)Nc1c(C)cccc1C	103.0	0.6
CC(=O)Nc1ccc(C(=O)CSc2nc3ccccc3n2CC(=O)N2CCCC2)cc1	102.0	0.1
Cc1ccc(NC(=O)Cn2cc(C(=O)c3ccco3)c3ccccc32)c(C)c1	108.0	0.8
COC(=O)CSc1ncc2c(n1)-c1ccccc1N(Cc1ccccc1C)S2(=O)=O	119.0	0.9
CCOC(=O)N1CCN(C(=O)Cn2ncc3ccccc32)CC1	105.0	1.2
O=C1CC2(CCCC2)C(=O)N1	106.0	0.6
Cc1nc2c(C(=O)NCCc3ccccc3)c[nH]n2c(=O)c1Cc1ccc(F)cc1Cl	104.0	0.1
CC1CCc2c(sc(NC(=S)NC(=O)c3ccn(C)n3)c2C(N)=O)C1 (stereo not given)	102.0	0.1
CCOC(=O)c1c(-c2ccc(C)cc2)csc1NC(=O)c1cc(-c2ccc(C)c(F)c2)on1	111.0	0.7
CCN(c1ccccc1)S(=O)(=O)c1c[nH]c(C(=O)OC)c1	101.0	-0.3
Cc1cccc(C(=O)Nc2cccc(OCc3cc(=O)n4cc(C)sc4n3)c2)c1	104.0	-0.7
CC(C)c1cc(C(=O)O)n(C)n1	101.0	0
O=C(Nc1ccc(F)cc1)c1ccc2c(c1)NC(=O)c1ccccc1S2	109.0	0.9
Cc1c(OCc2ccccc2)ccc2c(C(F)(F)F)cc(=O)oc12	102.0	0.2
COC(=O)CNS(=O)(=O)c1ccc(F)cc1	98.0	-0.7
O=C(OC1CCCC1)c1ccccc1C(F)(F)F	102.0	0.2
CCc1ccc(NC(=O)CCn2cnc3ccccc3c2=O)cc1	107.0	-0.1
CN1C(=O)S/C(=C\C(=O)O)C1=O	104.0	0.7
O=C(O)c1oc2ccccc2c1CSc1ccccn1	104.0	0
COc1ccc(NC(=O)CSc2nc3c(oc4ccccc43)c(=O)n2-c2ccccc2)cc1OC	107.0	1
CCS(=O)(=O)CCSc1nc(-c2ccccc2)cc(-c2ccccc2)c1C#N	100.0	-0.2
Cc1cc(Cl)ccc1OCC(=O)N1CCC(c2nc3ccccc3s2)CC1	112.0	0.4
COc1ccc(/C=c2\sc3ncnn3c2=O)cc1	89.0*	-1.8*
The list goes on.
SMILES	PV pol inh	PV pol inh FP z-score
Fc1ccc(-c2csc(=Nc3ccccc3)n2Cc2cccnc2)cc1	102.0	-0.1
CC1(C)CC(CC(N)=O)(c2ccccc2)CCO1 (stereo not given)	103.0	0.5
CCCn1c(N)c(C(=O)COC(=O)c2cccnc2SC)c(=O)[nH]c1=O	106.0	0.4
COc1ccc(OC)c(N=c2oc3cc(O)ccc3cc2C(=O)Nc2ccccn2)c1	88.0	-4
Cc1ccc(C)c(N2CCN(C(=O)c3cc4c(=O)oc5ccccc5c4s3)CC2)c1	105.0	0.1
C(=N\N=C\c1cccnc1)/c1cccnc1	98.0	-0.4
NC(=O)NC(=O)CSc1nnc(-c2ccccc2)n1Cc1ccc2c(c1)OCO2	99.0	-0.1
O=C(CSc1nc2cc(C(=O)NC3CCCC3)ccc2c(=O)n1CC1CCCO1)c1ccc(F)cc1 (stereo not given)	106.0	-0.3
Cc1ccccc1-c1cc(C(=O)O)c2c(-c3ccccc3)[nH]nc2n1	102.0	0.3
COc1ccc(NC(=O)Cn2c(=O)n(CC3CCCO3)c(=O)c3ccccc32)cc1 (stereo not given)	108.0	0.8
COC(=O)c1sc(C(C)(C)C)cc1CS(=O)(=O)c1ccccn1	104.0	0.2
COc1ccc(CCNc2nc(SCc3ccc(F)cc3)nc3ccccc23)cc1OC	112.0	1.3
COC(=O)c1ccc(COC(=O)C2=NNC(=O)CC2)cc1	107.0	0.5
CC1=C(C#N)C(c2ccccc2)C2=C(CC(c3ccccc3)CC2=O)N1 (stereo not given)	102.0	0
CC(C)CC1C2CN(Cc3ccccc3)CC=C2C(C#N)=C(N)C1(C#N)C#N (stereo not given)	78.0	-7.2
CC1(C)CC2CC(C)(CN2C(=O)CSc2nc3ccccc3o2)C1 (stereo not given)	101.0	-0.1
CC(Sc1ncnc2sccc12)C(=O)Nc1ccc(S(N)(=O)=O)cc1 (stereo not given)	110.0	0.9
Cc1noc(C)c1COc1ccc(/C=N/NC(=S)NC(C)(C)C)cc1	103.0	0.1
COC(=O)c1ccc(/C=N/NC(N)=S)n1-c1ccc(F)cc1	102.0	0.1
Cc1ccccc1S(=O)(=O)Cc1ccc(C(=O)NCCN(C)C)o1	102.0	0.5
Cn1c(SCC(=O)NC2(C#N)CCCCC2)nc2sc3c(c2c1=O)CCCC3	105.0	0.3
CN(c1nc2ccccc2nc1NS(=O)(=O)c1cccs1)C1CCS(=O)(=O)C1 (stereo not given)	96.0	-0.4
Cc1ccc(C2=NC3(CCN(C(=O)C4CCCC4)CC3)NC2=O)cc1C	103.0	0.5
Cc1cc(C)cc(-n2ccnc2SCC(=O)Nc2ccc3c(c2)OCO3)c1	96.0	-2.7
CCOC(=O)C1CCN(c2nc3c(S(=O)(=O)c4ccc(C)c(C)c4)nnn3c3ccsc23)CC1	100.0	-0.8
Next section
SMILES	PV pol inh	PV pol inh FP z-score
Cc1ccc(OCC(=O)Nc2ccccc2C(=O)OCc2cc(=O)n3ccsc3n2)cc1C	106.0	-0.1
Cc1c(/C=N/n2cnnc2)[nH]n(-c2ccccc2)c1=O	101.0	-0.3
Cc1cccc(-c2nc3ccccc3n2CCC(C)C)c1	103.0	0.2
O=C(c1cc(-c2ccc(Cl)cc2)n[nH]1)N1CCN(C(=O)c2ccco2)CC1	106.0	0.9
Cc1cc(=O)c2cc(C(=O)Nc3ccc(F)cc3)ccc2[nH]1	106.0	0
C=CCc1c(O)c(CC)cc2c(C)cc(=O)oc12	103.0	0.3
CN(CC(=O)NC(=O)Nc1ccc2c(c1)OCCO2)C1CCCCC1	102.0	-0.2
COCCOc1cc(COC)nc(-c2cccc(C)c2)n1	103.0	0.3
CCOC(=O)C1CCN(C(C(=O)Nc2ccc(F)cc2)c2ccccc2)CC1 (stereo not given)	100.0	0
CCOc1cc2[nH]c(=O)n(CCC(=O)NC3CCCCC3C)c(=O)c2cc1OCC (stereo not given)	105.0	0.8
CC(C)(C)c1ccc(C(=O)NCC(c2cccs2)S(=O)(=O)c2ccccc2)cc1 (stereo not given)	117.0	2.1
COc1ccccc1-c1nn(CCC(=O)Nc2ccccc2)c2nc(C)cc(C)c12	105.0	-0.2
CCCn1c(SCc2ccc(C(C)(C)C)cc2)n[nH]c1=O	104.0	0.1
Cc1cccc(-c2cc(C(=O)O)c3c(-c4ccc(F)cc4)[nH]nc3n2)c1	100.0	-1.4
O=C(NN=C1CCCC1)C1COc2ccccc2O1 (stereo not given)	103.0	0
CCN(CC)C(=O)CSc1nnc2ccc3ccccc3n12	101.0	-0.2
Cc1ccc(-c2nc(CS(=O)(=O)CC(=O)NCc3ccccc3Cl)c(C)o2)cc1	104.0	-0.2
O=C(Nc1ccccc1)C1CCN(C(=O)c2ccco2)CC1	100.0	-1
CSCCC1NC(=O)N(Cc2c(Cl)cccc2Cl)C1=O (stereo not given)	103.0	0.3
CCc1nc2ccccc2c(C(=O)OCc2ccc(C#N)cc2)c1C	100.0	-0.5
CCC(=O)O[C@H]1CC[C@H]2[C@@H]3CCC4=CC(=O)CC[C@]4(C)[C@H]3CC[C@]12C	100.0	0
Cc1ccc(S(=O)(=O)N2CCN(C(=O)N(C)c3ccccc3)CC2)cc1	104.0	0.5
COc1ccc(C(=O)NCC(c2ccco2)S(=O)(=O)c2cccs2)cc1OC (stereo not given)	111.0	0.8
O=C(CC1c2ccccc2CCN1S(=O)(=O)c1ccc(F)cc1)OC1CCOC1=O (stereo not given)	97.0	-0.6
CCOc1ccc2c(c1)c(=O)c(C(=O)c1ccc(C)cc1)cn2Cc1ccccc1OC	105.0	-0.5

Among those listed so far, five have a COOH group:
SMILES	PV pol inh	PV pol inh FP z-score
CC(C)c1cc(C(=O)O)n(C)n1	101.0	0
CN1C(=O)S/C(=C\C(=O)O)C1=O	104.0	0.7
O=C(O)c1oc2ccccc2c1CSc1ccccn1	104.0	0
Cc1ccccc1-c1cc(C(=O)O)c2c(-c3ccccc3)[nH]nc2n1	102.0	0.3
Cc1cccc(-c2cc(C(=O)O)c3c(-c4ccc(F)cc4)[nH]nc3n2)c1	100.0	-1.4

Next section
SMILES	PV pol inh	PV pol inh FP z-score
Cc1[nH]c2ccccc2c1SCC(=O)NN	103.0	-0.1
CCS(=O)(=O)N1CCc2cc(C(=O)CSc3nnc(NC4CC4)s3)ccc21	93.0	-1.5
CNS(=O)(=O)c1ccc2[nH]c(=O)[nH]c2c1	104.0	0.5
CC(=O)N1CCCc2cc(S(=O)(=O)N3CCCC(C(=O)N4CCN(c5ccccc5)CC4)C3)ccc21 (stereo not given)	112.0	1.2
CC(C)COc1ccc(C(=O)N2CCN(CCc3ccccn3)CC2)cc1	107.0	0.1
COC(=O)c1cc(NC(=O)CCS(=O)(=O)c2cc(Br)cc3c2N(C(=O)C2CC2)CC3)cc(C(=O)OC)c1	102.0	-1
Cc1ccc(/C=C(/C#N)C(=O)Nc2ncc(Cc3cc(Cl)ccc3Cl)s2)o1	100.0	0
CCc1cccc(C)c1NC(=O)CSc1nnc(CC)n2c1cc1occc12	111.0	0.8
c1ccc(-c2nc(CSc3nnc(-c4c[nH]c5ccccc45)o3)cs2)cc1	106.0	0.4
O=C(NC1CC(=O)N(c2ccc(Cl)cc2)C1)c1cccs1 (stereo not given)	98.0	-1.9
Cc1ccc2c(c1)c(N=NC(N)=S)c(O)n2CO	100.0	-0.2
O=C(c1ccco1)N1CCN(c2ncnc3sc4c(c23)CCC4)CC1	99.0	-1
O=C(Cc1n[nH]c(=O)c2ccccc12)N1CCc2ccccc21	105.0	0.5
CCC(N=c1cc(-c2ccc(OC)cc2)oc2ccc(C)cc12)C(=O)O (stereo not given)	102.0	0.4
Cc1cc(N2CCC(C(=O)N(CC(C)C)CC(C)C)CC2)n2nc(C)c(-c3ccc(Cl)cc3)c2n1	111.0	1.8
CCN(/C(N)=N/c1nc(C)cc(C)n1)c1ccccc1	101.0	-0.1
CSc1sc(-c2nc(C)cs2)c(C)c1-c1ccnc(=S)[nH]1	105.0	0.1
COCc1cnc(C)nc1N	102.0	-0.3
CCC(Cc1ccccc1)NC(=O)C1CC1 (stereo not given)	100.0	-0.7
COc1ccc(NC(=O)C2CCCN(S(=O)(=O)c3ccc4c(c3)oc(=O)n4C)C2)cc1Cl (stereo not given)	103.0	0.4
COC(=O)c1ccc(NC(=O)COc2ccc3ccccc3c2Br)cc1	100.0	-0.1
Cc1nnc(SCC(=O)c2ccc3c(c2)OCCO3)o1	100.0	0.1
Cc1cccc2nc3c(nc12)CCCC3	102.0	0.2

Compound profiles (already shown):
CCC(Cc1ccccc1)NC(=O)C1CC1 (stereo not given) reads PV pol inh: 100.0; PV pol inh FP z-score: -0.7
O=C(NC1CC(=O)N(c2ccc(Cl)cc2)C1)c1cccs1 (stereo not given) reads PV pol inh: 98.0; PV pol inh FP z-score: -1.9
Cc1cccc2nc3c(nc12)CCCC3 reads PV pol inh: 102.0; PV pol inh FP z-score: 0.2

Screening results: PubChem, ICCB-Longwood Screening Facility, Harvard Medical School
